ABCB6 inh 2 – inhibitors of human ABC transporter ABCB6 | Q9NP58 | K562-ABCB6 porphyrin accumulation, flow cytometry, 1 h; active compounds read low | fluorescence ratio to DMSO, % at 10 µM | hit rate 0.19% among 360,000;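 active means fluorescence ratio to DMSO below 75%, the collection mean minus 3 SD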;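 further: signal is porphyrin accumulated inside mitochondria; 100% equals median channel fluorescence of DMSO control wells; lower ratio means ABCB6 inhibition with less porphyrin fluorescence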
Cardio protect – protects H9c2 cardiomyocytes from peroxide injury. H2O2 injury protection, ATPLite, 2 h. protection from H2O2 cell death, % at 20 µM. hit rate 0.63% among 360,000;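 active means compounds giving at least 50% protection of heart cells from peroxide-induced death in the single-dose screen, raw or plate-pattern-corrected value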;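 further: 0% = DMSO wells with peroxide and 100% = DMSO wells without peroxide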
Granule exo inh – blocks lytic granule exocytosis | hit rate 0.66% among 360,000 | AID 651702 | inhibition, % at 10 µM | TALL-104 LAMP-1 surface exposure, flow cytometry; cells stimulated with thapsigargin and PMA;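 active means inhibition above about 55%, limit read from the data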
iPSC survival up – hiPSC single-cell survival enhancement; ATPlite luminescence; 100% = ROCK inhibitor wells, 0% = DMSO; survival enhancement, % at 20 µM; hit rate 0.044% among 360,000; AID 602274; in the data active means survival enhancement above about 18%;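 further: cells exposed to compounds for 16 hours before the ATP read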
Glyco luc inh – N-linked glycosylation inhibition; AID 588692; hit rate 0.23% among 360,000; reporter increase, % at 12.5 µM; D54 ERlucT glycosylation luciferase reporter, 24 h; percent of 100 nM tunicamycin response;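 active means mean luciferase reporter signal, scaled so untreated is 0 and the glycosylation-blocking control 100, at or above a set limit in every replicate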;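 further: luciferase carries N-glycosylation sites so blocking glycosylation raises the light; 0% = median of neutral control wells and 100% = median of 100 nM tunicamycin wells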
HTR2A ag – activates the mouse 5-HT2A serotonin receptor. CHO-K1 mHTR2A beta-arrestin complementation, luminescence; percent of 30 µM serotonin response. activation, % at 7.6 µM. hit rate 0.66% among 360,000. AID 624169;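 active means activation above a run cutoff, the mean activation of all tested compounds plus 3 SD, cut at about 14% in these data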;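 further: 0% = plate median of compound wells and 100% = 30 µM serotonin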
Target sequence (P35363 whole entry, looked up): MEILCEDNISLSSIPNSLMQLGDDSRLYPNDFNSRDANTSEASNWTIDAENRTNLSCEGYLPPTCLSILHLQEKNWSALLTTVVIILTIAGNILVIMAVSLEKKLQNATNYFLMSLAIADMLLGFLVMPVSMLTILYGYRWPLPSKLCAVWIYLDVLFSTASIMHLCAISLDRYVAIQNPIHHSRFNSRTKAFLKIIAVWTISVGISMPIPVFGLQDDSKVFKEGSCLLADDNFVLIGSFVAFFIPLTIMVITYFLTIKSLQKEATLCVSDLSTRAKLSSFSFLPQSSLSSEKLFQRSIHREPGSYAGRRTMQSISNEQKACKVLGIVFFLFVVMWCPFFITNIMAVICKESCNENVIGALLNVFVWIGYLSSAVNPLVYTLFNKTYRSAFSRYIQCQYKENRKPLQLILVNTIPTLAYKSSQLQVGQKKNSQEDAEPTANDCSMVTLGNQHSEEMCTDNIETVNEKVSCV
MC4R barr agon – agonists of human melanocortin 4 receptor (MC4R) beta-arrestin | P32245 | U2OS MC4R beta-arrestin complementation, luminescence; percent of melanotan II response, DMSO zero | activation, % at 8.9 µM | hit rate 0.98% among 360,000;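 active means activation above a per-plate cutoff, the mean activation of sample wells on that plate plus 3 SD, cut at about 8% in these data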
Target sequence (P32245 whole entry, looked up): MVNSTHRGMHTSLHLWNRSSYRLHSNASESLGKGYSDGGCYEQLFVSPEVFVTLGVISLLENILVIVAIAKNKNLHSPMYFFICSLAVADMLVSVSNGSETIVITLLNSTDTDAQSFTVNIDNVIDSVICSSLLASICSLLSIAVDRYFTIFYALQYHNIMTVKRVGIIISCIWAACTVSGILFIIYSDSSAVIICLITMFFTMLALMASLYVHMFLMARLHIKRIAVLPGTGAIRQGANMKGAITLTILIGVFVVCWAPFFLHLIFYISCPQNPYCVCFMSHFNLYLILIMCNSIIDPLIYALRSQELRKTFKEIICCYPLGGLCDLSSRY
MC4R antagonist – blocks human MC4R cAMP signaling. P32245. MC4R-expressing cells, MTII-stimulated cAMP, LANCE TR-FRET. inhibition, % at 6.5 µM. hit rate 0.48% among 360,000;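 active means inhibition above its plate's cutoff, the mean of tested wells on that plate plus 3 SD, cut at about 29% in these data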;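 further: 0% = Melanotan II alone and 100% = Melanotan II plus saturating MCL0020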
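Assay system: U2OS-MC4R stable cell line; Also added: Melanotan II; Technique: Eu-cAMP/anti-cAMP TR-FRET, emission 671 nm; Times: 30-min compound, 1-h challenge, 1-h detection, room temperature.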
ABHD5 PLIN5 PPI – blocks binding of human ABHD5 to perilipin-5; Q00G26+Q8WTS1; Split G. princeps luciferase complementation, luminescence, 4 h; inhibition, % at 4 µM; hit rate 0.78% among 360,000;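 active means inhibition above the mean inhibition across every tested compound plus 3 SD, cut at about 22% in these data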;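 further: 0% = DMSO only wells and the 100% control is not disclosed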
aDG glyco act – increases alpha dystroglycan glycosylation. hit rate 0.22% among 360,000. activation, % at 10 µM. Pro5-aDG cells, alpha-DG glycosylation AlphaScreen (IIH6); 0% Pro5, 100% B10-LARGE cell signal;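 active means activation of at least 8% versus controls, or a plate z-score of at least 8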;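 further: Pro5 are CHO cells carrying HIG-tagged alpha-DG that lacks glycosylation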
* hit, by the source's call; · = no result given.

SMILES	ABCB6 inh 2	Cardio protect	Granule exo inh	iPSC survival up	Glyco luc inh	HTR2A ag	MC4R barr agon	MC4R antagonist	ABHD5 PLIN5 PPI	aDG glyco act
COc1cc(OC)c(C(=O)N(CCc2ccccc2)Cc2ccccc2)cc1OC	98	3	1	-0.5	-4	5	-0.6	-3	6	0.2
O=[N+]([O-])c1ccc(NCCNS(=O)(=O)c2ccccc2)cc1	102	4	-1	0.4	0	-3	-2.5	5	-5	0.5
c1ccc2c(-c3ccc(OCCN4CCCCC4)cc3)c(-c3ccsc3)sc2c1	94	-6	2	-1.7	-2	-14	3.1	7	16	1.4
Cc1c(CC(=O)N[C@@H](C)C(=O)O)c(=O)oc2c(C)c3occ(-c4ccccc4)c3cc12	106	1	12	-0.1	0	0	0.6	3	6	-0.2
CCN(CC)C(=O)C1=C(C)N(Cc2ccccc2)C(=O)C(CC(=O)NC2CCCC2)C1 (stereo not drawn)	93	6	-2	0.3	0	6	0.7	0	8	0.0
COc1ccc(C2c3sc(=O)[nH]c3SCC2C(N)=O)cc1 (stereo not drawn)	100	4	-4	0.0	-1	1	-2.9	-1	-10	-0.1
CC(C)=CCC[C@H](C)C[C@@H]1CC2=C(C(=O)OC(C)(C)O2)[C@H](c2ccc(F)cc2)O1	96	-3	-9	-0.9	-7	1	·	·	-9	-0.2
O=C(COC(=O)c1cc([N+](=O)[O-])ccc1Cl)NCCc1ccccc1	100	8	2	-0.3	3	-4	-2.1	2	-8	0.0
O=C(OCCN(C1=NS(=O)(=O)c2ccccc21)c1ccccc1Cl)c1ccc(Cl)cc1	98	-2	-1	-1.6	-2	-3	-3.0	5	-3	0.1
CCCNC(=O)C1CCN(S(=O)(=O)c2cccc3nonc23)CC1	95	-4	-5	-1.5	0	8	-2.0	4	4	-0.1
CC(C)c1[nH]nc2c1C(c1cccs1)C(C#N)=C(N)O2 (stereo not drawn)	95	7	-1	0.5	7	1	-0.1	6	5	0.4
CCOC(=O)c1c(C)[nH]c(C(=O)COC(=O)CCC2CCCC2)c1C	99	-7	2	-1.7	0	3	-0.1	0	2	-0.1
COc1cc([N+](=O)[O-])ccc1NC(=O)Cn1ccsc1=N	95	1	0	2.7	3	4	-2.2	3	-1	0.5
COc1ccc(-c2cc(C(=O)N3CCCC(C(F)(F)F)C3)c3ccccc3n2)cc1OC (stereo not drawn)	92	5	0	-0.5	0	2	-3.8	2	-2	-0.1
N/C(=N\OC(=O)Oc1ccccc1)c1ccc(Br)cc1	96	9	2	1.2	3	5	0.7	21	5	0.1

Brought forward from above: two entries, followed by the next part.
SMILES	ABCB6 inh 2	Cardio protect	Granule exo inh	iPSC survival up	Glyco luc inh	HTR2A ag	MC4R barr agon	MC4R antagonist	ABHD5 PLIN5 PPI	aDG glyco act
COc1ccc(-c2cc(C(=O)N3CCCC(C(F)(F)F)C3)c3ccccc3n2)cc1OC (stereo not drawn)	92	5	0	-0.5	0	2	-3.8	2	-2	-0.1
N/C(=N\OC(=O)Oc1ccccc1)c1ccc(Br)cc1	96	9	2	1.2	3	5	0.7	21	5	0.1
NC(N)=NCCCc1cn(CC(=O)N2CCNCC2)nn1	100	16	8	0.2	-2	-1	-0.7	4	3	-0.3
COc1cc(SC)ccc1C(=O)Nc1c(C)cccc1C	102	1	-2	0.3	1	3	-3.1	1	1	0.1
Cc1occc1-c1nnc(SCC(=O)N2CC(=O)Nc3ccccc32)n1CC(C)C	102	-2	3	0.5	1	4	-0.7	8	-2	-0.3
CCOC(=O)C(=O)NNc1ccc(Cl)cc1	113	1	4	0.6	3	-5	-1.8	14	2	1.1
CN(Cc1nc2ccccc2[nH]1)C(=O)C1CCC(=O)N(C2CCCC2)C1 (stereo not drawn)	101	-2	7	0.0	2	0	-1.1	16	-5	0.0
O=[N+]([O-])c1cccc(-c2n[nH]c(=S)n2Cc2ccccc2)c1	101	6	-2	2.1	2	-6	-1.1	17	-3	-0.2
COc1ccc(S(=O)(=O)N2CCCC2C(=O)NCc2cccs2)cc1 (stereo not drawn)	95	9	-2	-0.8	·	0	-0.1	1	-10	0.0
CN1C(=O)c2ccccc2C(C(=O)O)C1c1cccc(Cl)c1 (stereo not drawn)	86	13	3	2.8	3	9	-1.5	-4	-6	0.1
O=C1c2cccc3cccc(c23)C(=O)N1CCN1CCN(CC(O)COCc2ccc(Cl)cc2)CC1 (stereo not drawn)	99	4	10	-1.5	1	-5	5.4	0	14	0.7
CC(NC(=O)OCc1ccccc1)C(=O)NCC1CCCO1 (stereo not drawn)	95	3	0	1.1	3	3	-1.6	-4	2	-0.2
Cc1ccc(NC(=O)CN(C)C(=O)c2ccc(Br)o2)cc1	100	4	-4	-0.4	0	-6	0.0	-3	0	0.3
O=C1c2ccccc2/C(=C\c2ccc(Br)s2)N1c1ccccc1	102	-11	6	-1.4	-1	-6	0.8	3	1	-0.3
Cc1ccc(C(O)c2ncc(-c3ccccc3Cl)[nH]2)c(C)c1 (stereo not drawn)	97	-13	4	3.6	-2	-4	0.4	-1	-15	-0.3
O=C(N/N=C/c1ccc2c(c1)OCO2)c1cc(-c2ccc(F)cc2)nc2ccccc12	104	0	1	-1.3	7	-9	-0.4	-4	-7	-0.3
S=C1NCN(Cc2ccco2)CN1Cc1ccco1	102	7	1	-0.6	2	-4	-1.6	9	0	0.1
O=C(CN1CCN(S(=O)(=O)c2ccc(F)cc2)CC1)Nc1ccc(Cl)cn1	96	0	5	-0.2	-1	-2	-0.9	10	-7	0.0
C=CC(=O)NCc1ccc(-c2csnn2)cc1	96	0	0	-1.0	0	1	-1.9	6	-3	-0.2
O=C(NCc1ccccc1)C1=C[C@@H](c2ccc(Br)cc2)C[C@@H](OCCCCO)O1	95	-2	19	1.2	0	5	0.4	7	5	0.1
CCc1nc2ccc(C(=O)N(C)Cc3ccccc3)cn2c1N(C)CCCc1ccccc1	97	-6	16	6.6	-1	-8	0.7	3	14	0.5
Cn1cccc1CC(=O)NNC(=S)NC(=O)c1ccc(F)cc1	96	2	2	-0.8	2	3	-0.3	2	-6	0.0
O=C(N/N=C/c1cc2ccccc2nc1Cl)c1ccncc1	100	28	-1	-0.5	3	0	-1.9	-15	2	-0.2
Cn1c2c(c(=O)n(C)c1=O)C(C(F)(F)F)(C(F)(F)F)N=C(c1ccccc1Cl)N2	94	-1	3	2.9	1	4	-0.3	-26	-1	0.0
Cc1ccc(N(Cc2cc3ccc(C)cc3[nH]c2=O)S(C)(=O)=O)c(C)c1	94	-6	-4	-0.1	-1	0	-1.2	-10	-3	0.1
Cc1onc(-c2ccccc2Cl)c1C(=O)Nc1cccc(-c2cn3cccnc3n2)c1	92	-1	-1	0.3	-2	0	-0.5	5	10	-0.1
O=C(O)c1cc(-c2cccnc2)nc2ccc(Br)cc12	142	0	-1	3.2	1	-1	-0.9	49*	-2	0.2
CCn1c(N2CCN(S(=O)(=O)c3ccc(F)cc3)CC2)nc2ccccc21	98	1	-2	2.2	-2	8	0.5	5	0	0.7
O=C1NC2(CCCCCC2)C(=O)N1Cc1cccc(Cl)c1	83	-5	3	2.8	1	2	0.7	14	-18	-0.1
CCCCn1c(=S)[nH]c2c(=O)n(C)c(=O)n(C)c21	103	2	6	0.4	1	3	-2.4	-5	-7	-0.1
CC1(C(=O)NC2CCCC2)CCN1C(=O)Cc1ccc(-c2ccccc2)cc1 (stereo not drawn)	95	-5	-2	-2.0	-1	-5	-0.4	15	-5	0.7
O=C(c1csc(Nc2ccccc2Cl)n1)N1CCCC1	103	7	-1	-0.7	2	2	-1.6	9	-4	0.0
COc1cc(/C=C2/C(=O)N(c3ccc([N+](=O)[O-])cc3)N=C2N2CCOCC2)ccc1O	96	-10	-3	0.4	0	0	-3.2	4	-25	-0.1
CC(C)(C)n1ncc2c(=O)n(CC(=O)Nc3ccccc3)cnc21	102	2	-5	4.5	1	0	-1.8	9	-1	-0.2
CCN(C(=O)COC(=O)c1nc2nc(C)cc(C)n2n1)C1CCS(=O)(=O)C1 (stereo not drawn)	104	4	-4	0.4	2	-2	-1.5	5	4	0.3
C/C=C1\NC(=O)[C@H](C)NC(=O)[C@@H](NC(=O)[C@H](Cc2ccc(O)cc2)NC(=O)[C@@H](NC(=O)/C(C)=C/C)C(C)C)[C@@H](C)OC(=O)[C@H](CCCc2ccc(O)cc2)NC(=O)[C@@H](CCC(=O)OC)NC1=O	98	-2	-1	-0.8	3	2	·	·	1	-0.1
C[C@H](CO)N1C[C@H](C)[C@@H](CN(C)Cc2ccc3c(c2)OCO3)Oc2cc(Br)ccc2S1(=O)=O	98	21	7	5.9	-3	0	3.0	14	-11	0.2
c1ccc(-c2c3ccccc3nc3[nH]c4ccccc4c23)cc1	95	-8	6	-3.0	4	13	-1.0	-2	-12	0.2
O=C(N/N=C/c1cccc(F)c1)c1cc(-c2ccco2)nc2ccccc12	92	-15	0	-3.4	12	-7	-1.0	0	-1	-0.2
Cc1ccc(NC(=O)C2CCN(c3ncnc4c3nc3n4CCCCC3)CC2)cc1Cl	97	-5	-10	-0.4	-2	4	3.0	2	-4	0.5
C=CCO/N=C(/C)c1c(O)c(CC)c(-c2ccccc2)n(-c2ccccc2)c1=O	111	-1	-2	3.6	2	3	3.5	-8	-8	0.3
CC(C)c1nc(SCC(=O)Nc2cccc(C(F)(F)F)c2)c2c(=O)n(C)c(=O)n(C)c2n1	96	-18	4	0.5	-5	-2	7.2	15	-7	3.4
COc1cccc(NC(=O)C2CCCN2C(=O)Nc2ccccc2F)c1 (stereo not drawn)	103	2	-3	-0.3	-2	-3	-1.6	12	-4	-0.2
N[C@@H](CO)c1nnc([C@H](CC(=O)O)NC(=O)C2CCNCC2)o1	103	0	-2	7.8	3	6	0.7	3	-8	-0.3
O=c1cc(CSc2nnc(-c3ccccc3)o2)c2ccccc2[nH]1	100	4	-4	0.3	2	-1	-0.5	-6	-6	0.3
CC(CN1CCOCC1)OC(=O)c1ccc2c(c1)OCCO2 (stereo not drawn)	96	3	0	-0.6	-2	-7	-2.0	11	-1	0.1
O=C(OCc1ccccc1)c1ccc2c(c1)-c1ccccc1C2=O	92	-7	-4	-0.5	1	-6	-1.2	-5	-2	0.1
OCC(O)C1OC(Nc2ccc(Br)cc2)C(O)C1O (stereo not drawn)	105	-6	-6	2.4	5	-3	-1.4	23	-4	0.2
NC(=O)c1cc(S(=O)(=O)N2CCCC2)ccc1OCCOc1ccccc1F	100	-2	10	0.4	-5	-8	-1.5	10	4	0.1
CC(C)(C)C(=O)N1NC(=Nc2ccccc2)SC1(C)C	96	-2	-5	0.4	-3	-2	4.6	11	-5	-0.1

Records listed above that bear a hit mark in MC4R antagonist:
structure	ABCB6 inh 2	Granule exo inh	Glyco luc inh	HTR2A ag	MC4R barr agon	MC4R antagonist	ABHD5 PLIN5 PPI	aDG glyco act
O=C(O)c1cc(-c2cccnc2)nc2ccc(Br)cc12	142	-1	1	-1	-0.9	49*	-2	0.2
